Bioassay records from PubChem.
S100A4 inh HTS: S100A4-myosin IIA interaction inhibition; AID 652163; inhibition, % at 10.7 µM; P26447; actives 0.14% (n = 360,000); S100A4/TAMRA-MyoIIA peptide fluorescence polarization;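 active = mean inhibition of at least 70% across replicates, with every replicate also reaching that level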
Target sequence (P26447 whole entry, looked up): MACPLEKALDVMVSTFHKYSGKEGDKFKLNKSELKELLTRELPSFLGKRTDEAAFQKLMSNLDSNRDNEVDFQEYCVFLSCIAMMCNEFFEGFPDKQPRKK
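Test system – S100A4 monomer (human) · Compound – single-point compound testing · Schedule – 5 min incubation before reading · Probe or stimulus – TAMRA-labelled myosin IIA heavy-chain peptide probe, 5 nM · Benchmarks – neutral control DMSO, positive control TFP · Medium – Calcium-containing HEPES buffer, pH 7.2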
LGR2 inh: inhibitors of bursicon-induced Drosophila LGR2 receptor cAMP signaling; inhibition, % at 9.99 µM; HEK293 LGR2, CRE-luciferase, bursicon-stimulated, 4 h; AID 720647; actives 0.35% (n = 380,000);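 active = drop in luminescence signal, shown as inhibition above about 50% in the replicate tests, limit read from the data, passing the limit was not always enough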;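 also: agonist challenge used bursicon conditioned medium at about half maximal strength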
Statin myotox sup: protects C2C12 myotubes from simvastatin toxicity; ATP luminescence, 48 h; scaled: DMSO 0, geranylgeraniol control 100; rescue of ATP level, % at 7.49 µM; actives 0.78% (n = 330,000); AID 602340;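 active = mean ATP rescue above about 67%, or every replicate alone reaching that limit, limit read from the data, passing the limit was not always enough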;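 also: myotubes were challenged with 10 µM simvastatin during compound exposure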
Xi reactivation: X-chromosome reactivation activator | XiGFP mouse fibroblasts, % GFP-positive cells imaging, 3 d; cells co-treated with 5-aza-dC sensitizer; scaled so ellipticine positive control = 100% | activation, % at 7.58 µM | actives 0.055% (n = 360,000) | AID 743238;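 active = mean normalized replicate activation at least 10% and every replicate at or above 10%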;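 also: 0% = median of on-plate neutral control wells and 100% = ellipticine 6 µM median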
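material = 68-5-11 XiGFP fibroblast line | medium = DMEM plus 5-aza-dC sensitizer | schedule = 3 days compound exposure | benchmarks = positive control ellipticine, 6 µM final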
SIRT5 inh: inhibitors of human sirtuin-5 desuccinylase; inhibition, % at 15 µM; Q9NXA8; Purified SirT5, succinyl-peptide AMC, trypsin-coupled fluorescence; AID 652115; actives 1.1% (n = 330,000); in the data active = inhibition above about 15%
Target sequence (Q9NXA8 whole entry, looked up): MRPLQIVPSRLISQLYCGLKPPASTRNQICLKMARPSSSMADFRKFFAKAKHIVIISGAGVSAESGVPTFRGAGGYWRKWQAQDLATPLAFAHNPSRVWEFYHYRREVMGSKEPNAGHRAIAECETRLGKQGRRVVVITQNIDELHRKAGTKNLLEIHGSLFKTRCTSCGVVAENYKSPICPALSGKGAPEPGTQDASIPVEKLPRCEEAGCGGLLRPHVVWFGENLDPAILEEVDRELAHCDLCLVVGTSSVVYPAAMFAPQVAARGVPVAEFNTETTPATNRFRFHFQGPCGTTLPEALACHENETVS
Cneo AK release: Cryptococcus neoformans lysis via adenylate kinase release. C. neoformans lysis, adenylate kinase release luminescence, 4 h; normalised: neutral wells 0, clomiphene wells 100. lysis activity, % at 15 µM. actives 0.2% (n = 360,000). AID 651654;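 active = mean lysis activity across replicates of at least 80%, whatever share of replicates individually reach that level; inactive = mean lysis activity below 80%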
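Material: C. neoformans cells; Schedule: 4 h static compound exposure, 37 °C, read 1 h post-reagent; Measured by: adenylate kinase release luminescence; Read-out: signal increase indicating cell lysis; Controls: Clomiphene as positive lysis control.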
PGC1a acetyl inh: PGC1a acetylation modulation, inhibitor mode. U2OS PGC1a acetylation, AlphaScreen anti-acetyl-lysine; with virally co-expressed GCN5 acetyltransferase. inhibition, % at 15.6 µM. actives 0.17% (n = 350,000);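 active = every replicate shows inhibition of at least 40%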;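 also: 0% = neutral control wells and 100% = positive control wells; some results beyond the cut were filed as inactive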
ERAP1 HTS inh: blocks human ERAP1 aminopeptidase activity; Q9NZ08; recombinant ERAP1, Leu-AMC fluorescence, 60 min; inhibition, % at 10.7 µM; actives 0.15% (n = 340,000); AID 652197;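 active = mean replicate inhibition of at least 30%, or all replicates individually reaching that 30% level; inactive = mean below 30% and not every replicate reaching it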;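 also: 0% = neutral control wells and 100% = L-leucinethiol positive control wells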
Active calls of the source: *; · = not tested or not shown; & = joins results of further samples; ! = repeats disagree. A portion of the library; count on the stated rates, not on these rows.

Every second line gives: S100A4 inh HTS	LGR2 inh	Statin myotox sup	Xi reactivation	SIRT5 inh	Cneo AK release	PGC1a acetyl inh	ERAP1 HTS inh
#1 Cc1cc(Cl)nc(Cl)c1C(=O)NCc1ccc(Cl)cc1
→ -3	-4	-5	-0.1	-1	0	1	-1
#2 O=C(Nc1cc(F)ccc1F)N1CCCCN2[C@H](C1)[C@H](c1ccc(-c3cccnc3)cc1)[C@@H]2CO
→ ·	-10	13	0.3	-3	-2	-4	·
#3 Cc1nn(CCC(=O)Nc2cccc(C#N)c2)c(C)c1S(=O)(=O)N1CCCCC1
→ -3	-2	10	0.0	-2	3	-1	-2
#4 CCOc1cccc(CN2CCC(Oc3ccc(C(=O)NCc4ccccn4)cc3)CC2)c1
→ -3	17	0	0.1	2	-4	-1	-2
#5 Cc1ccc(-n2nc3ccc(NC(=O)/C=C/c4ccco4)cc3n2)cc1C
→ ·	-53	97*	·	·	-3	1	·
#6 CNC[C@@H]1Oc2ccc(NC(=O)C3CCCCC3)cc2CC(=O)N([C@@H](C)CO)C[C@@H]1C
→ -8	16	4	0.2	-1	0	7	-1
#7 CC1Cc2[nH][nH]c(=O)c2C(C2CCCC2)O1 (centres undefined)
→ -2	10	·	0.3	-1	·	·	1
#8 CCOC(=O)C1(C)CCCN(C(=O)c2ccc3c(c2)OCO3)C1 (centres undefined)
→ -4	1	2	-0.2	1	-1	2	-1
#9 CCCCCSc1nc2c(cnn2-c2ccc(F)cc2)c(=O)[nH]1
→ 2	4	-10	0.0	0	1	0	4
#10 CC(C)NC(=O)N(C)C[C@H]1OCCCC[C@@H](C)Oc2ccc(NS(=O)(=O)c3cccs3)cc2C(=O)N([C@H](C)CO)C[C@@H]1C
→ 18	15	·	0.6	-2	-2	1	2
#11 O=c1cc(CO)oc(CN2CCCC2)c1O
→ ·	7	15	·	·	3	13	·
#12 CC(C)(C)NC(=O)CCN(/N=C/c1ccc([N+](=O)[O-])o1)C1=NS(=O)(=O)c2ccccc21
→ -2	1	·	0.2	-2	-2	·	-3
#13 C[C@@H]1CN([C@H](C)CO)C(=O)c2cc(NS(C)(=O)=O)ccc2O[C@H]1CN(C)Cc1ccc(Cl)c(Cl)c1
→ 42	12	-16	0.0	8	31	9	·
#14 C/C=C/c1ccc(OCC(=O)Nc2cc(OC)c(OC)c(OC)c2)c(OC)c1
→ 0	8	-2	0.2	·	·	1	0
#15 O=C(COC(=O)c1ccc(S(=O)(=O)N2CCOCC2)cc1)Nc1ccccc1F
→ -1	-13	-20	0.0	-1	-4	-5	-5
#16 COc1ccc(C(O)c2nc(-c3cccc(C(=O)O)c3)cs2)cc1 (centres undefined)
→ -7	-22	-3	0.0	·	0	·	4
#17 C[C@@H]1CN([C@H](C)CO)C(=O)c2cc(NC(=O)Nc3ccc(C(F)(F)F)cc3)ccc2O[C@@H]1CN(C)Cc1ccc(C(F)(F)F)cc1
→ -4	3	-55	0.2	10	-1	2	-2
#18 CO[C@@H]1CN(C)C(=O)c2ccc(NC(=O)c3cc(C)on3)cc2OC[C@H](C)NC[C@@H]1C
→ 10	13	-4	-0.1	-9	-7	9	4
#19 O=C(CNC(=O)c1ccccc1F)NCc1ccccn1
→ 0	14	13	-0.2	-1	1	-12	-3
#20 Cc1ccc(NC(=O)CCNS(=O)(=O)c2ccc3[nH]c(=O)oc3c2)cc1N(C)C
→ -4	24	0	0.0	-2	0	-9	-3
#21 Cc1ccc(NC(=O)CSc2nccn2Cc2ccco2)cc1
→ -9	-37	6	0.1	0	4	·	-4
#22 Cc1noc(C)c1NC(=O)Nc1ccc2c(c1)C(=O)N([C@@H](C)CO)C[C@@H](C)[C@H](CN(C)Cc1ccccc1)OCCCC[C@@H](C)O2
→ -1	8	·	0.1	-1	17	1	-1
#23 CCc1ccc(C(O)c2ncc(-c3ccc(C)cc3)[nH]2)cc1 (centres undefined)
→ -6	-6	-6	0.0	4	1	·	2
#24 Cc1ccccc1NC(=O)NCCN1C(=O)C2C3C=CC(C3)C2C1=O (centres undefined)
→ 0	-22	1	0.3	·	0	2	·
#25 CC(=O)c1c(C)nc(-c2ccc(Cl)cc2)nc1N
→ 1	-114	·	0.0	-1	·	·	2
#26 CCC(=O)N1CC(=O)N2[C@H](CO)[C@@H](c3ccc(C#CC4CCCC4)cc3)[C@H]2C1
→ -8	0	·	0.2	0	·	2	-1
#27 O=C(Nc1ccc(Cl)cc1)N1C[C@@H]2[C@H](c3ccccc31)[C@H](CO)N2CC1CCCCC1
→ -10	-4	-38	0.1	-1	-2	-8	-3
#28 COc1ccc(CCNC(=O)CCc2ccc(S(=O)(=O)NCC(C)C)cc2)cc1
→ 0	-2	·	0.0	1	·	·	0
#29 CCC(=O)c1ccc(OCC(=O)Nc2nc(C)cs2)cc1
→ -2	-33	7	0.3	·	-1	-1	0
#30 C[C@H](CO)N1C[C@H](C)[C@@H](CN(C)Cc2ccncc2)Oc2ncc(C#CC3CCCCC3)cc2C1=O
→ 2	-4	3	-0.1	-1	-1	5	-3
#31 O=C(CN1CCC(NC(=O)Cc2ccccc2)CC1)Nc1cccc2ccccc12
→ -2	-4	1	·	-4	1	-9	5
#32 O=C(Nc1ccccc1)OC[C@@H]1C=CS(=O)(=O)N1Cc1ccc(Br)cc1
→ -5	7	8	-0.1	2	3	-12	-1
#33 CCC(C)(C(=O)NC1CCCC1)N(C(=O)c1cnccn1)c1ccccc1 (centres undefined)
→ 8	6	-8	0.0	0	-4	0	5
#34 Cc1cc(NC(=O)c2cnn3c(C(F)(F)F)cc(-c4ccc(Br)cc4)nc23)no1
→ ·	-16	-23	·	·	3	-9	·
#35 COc1cccc(C(=O)N[C@@H](CC(C)C)C(=O)N2CCC[C@H]2C(=O)NCc2ccccc2)c1
→ -4	-27	·	0.4	3	·	·	3
#36 Cc1cc2c3c([nH]c2cc1S(=O)(=O)N1CCC2(CC1)OCCO2)CC(C)(C)CC3=O
→ -2	-14	-7	0.2	-3	-1	-25	2
#37 CC(=O)NC[C@@H]1[C@@H](c2ccc(-c3ccccc3)cc2)[C@H](CO)N1C(=O)C1CCC1
→ -9	-22	5	0.1	14	-1	-4	-2
#38 CCOC(=O)Cc1nn(Cc2ccccc2)c(=O)c2ccccc12
→ -3	-5	·	-0.1	-9	·	·	-1
#39 Cc1cc(F)ccc1C(O)c1ncc(-c2cccc3ccccc23)[nH]1 (centres undefined)
→ 0	-12	3	0.0	-13	-4	-5	0
#40 CC(C)NC(=O)c1cccc2c(-c3ccc(F)c(F)c3)coc12
→ -1	-6	-18	0.1	-2	0	-11	-4
#41 Cc1nc2nc(CSc3nnc(C)s3)cc(=O)n2[nH]1
→ -7	0	107*!	-0.1	-2	2&1	-9&-20	0
#42 COc1ccc(C(=O)NC(=S)NNC(=O)c2ccccc2C)cc1
→ 13	-5	-30	0.0	-8	2	·	0
#43 Cc1c(C(=O)N(Cc2ccccc2)C2CCS(=O)(=O)C2)oc2ccccc12 (centres undefined)
→ 3	7	11	0.2	16*	-2	16	6
#44 COc1ccc(-n2c(SCC(=O)N3CCN(c4ccccc4)CC3)nc3c(c2=O)SCC3)cc1
→ -2	·	11	0.0	-1	2	·	3
#45 CC(C)Oc1ccc2c(c1)OC(c1ccccc1)(C(F)(F)F)NC2=O (centres undefined)
→ ·	6	·	0.0	·	-1	-11	·
#46 O=C(COc1cccnc1[N+](=O)[O-])Nc1cc(Cl)ccc1Cl
→ 26	-65	4	0.1	-3	-1	14	-5
#47 CC(C)NC(=O)N(C)C[C@H]1Oc2c(NS(=O)(=O)c3ccc(F)cc3)cccc2C(=O)N([C@H](C)CO)C[C@H]1C
→ 6	2	2	-0.1	-7	0	-7	-1
#48 C[C@H](CO)N1C[C@H](C)[C@@H](CN(C)Cc2cccc(O)c2)OCc2cnnn2CCCC1=O
→ 4&6&5	-13&-2	5&-25&6	-0.1&-0.2	-7&3&-4	0&-1&-4	1&-1&1	16&6&3
#49 C[C@H]1CN([C@@H](C)CO)C(=O)Cc2cc(NC(=O)C3CCCCC3)ccc2O[C@H]1CN(C)Cc1ccc(-c2ccccc2)cc1
→ -6	1	-7	0.1	-1	-1	-13	-2
#50 CC(C)(C)S(=O)(=O)N1C[C@H]2CC(=O)C(CCO)=C2[C@@H]1CCO
→ 4	3	·	-0.1	7	·	·	-3

(more compounds)
Every second line gives: S100A4 inh HTS	LGR2 inh	Statin myotox sup	Xi reactivation	SIRT5 inh	Cneo AK release	PGC1a acetyl inh	ERAP1 HTS inh
#51 C/C(=N\NC(=O)c1nnn(-c2nonc2N)c1CN1CCOCC1)c1ccc(CC(C)C)cc1
→ -4	11	-3	0.1	-1	-1	-1	-3
#52 Nc1c(C(=O)Nc2ccccc2)sc2nc(-c3cccnc3)ccc12
→ -1	-36	·	2.9	-4	·	·	·
#53 CN1C(=O)c2cc(NC(=O)c3cscn3)ccc2OC[C@@H]2O[C@H](CC(=O)N3CCCCC3)CC[C@H]21
→ 2	3	8	0.1	11	1	-1	-4
#54 COc1ccc(OCC(=O)N/N=C2\CCCCc3ccccc32)cc1
→ -7	6	·	0.0	-3	·	·	2
#55 O=S1(=O)c2c(cccc2N2CCCCC2)O[C@H](COCc2ccccc2)CN1C1CC1
→ -1	5	·	-0.1	2	·	·	·
#56 COc1cccc(S(=O)(=O)N[C@@H]2CC[C@H](CCN)O[C@@H]2CO)c1
→ 14	-19	-3	0.3	2	48	4	13
#57 O=C(O)[C@@H]1[C@@H](CO)[C@@H]2Cn3c(ccc(-c4cncnc4)c3=O)[C@@H]2N1C(=O)C1CCC1
→ 4	6	-1	0.0	-8	-3	·	-1
#58 CCc1ccc(C(C(=O)NC2CCCC2)N(CCOC)C(=O)CCC(=O)Nc2cc(C)on2)cc1 (centres undefined)
→ 6	10	0	0.2	1	3	5	0
#59 N#C[C@H]1N[C@H](CO)[C@@H]1c1ccc(-c2ccccc2F)cc1
→ 5	-24	-11	0.1	5	-4	2	1
